Compound activity (PubChem BioAssay)
B2AR arrestin – qHTS assay of beta-arrestin-biased ligands of beta2-adrenergic receptor; beta-arrestin recruitment to beta2AR, cell-based reporter; 330,000 tested, 0.02% active; AID 492947, 2010; Potency, µM (highest dose often 46.1 µM), inactives show at the top dose activation, most hits filed as activators; Beta-2 adrenergic receptor (Homo sapiens), P07550;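 further: potency means the concentration at half of the fitted maximal effect; 0% = DMSO controls and full agonism = EC100 isoproterenol or metaproterenol; nearly all actives have a fitted effect of over 65% in size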
Target sequence (P07550 whole entry, looked up): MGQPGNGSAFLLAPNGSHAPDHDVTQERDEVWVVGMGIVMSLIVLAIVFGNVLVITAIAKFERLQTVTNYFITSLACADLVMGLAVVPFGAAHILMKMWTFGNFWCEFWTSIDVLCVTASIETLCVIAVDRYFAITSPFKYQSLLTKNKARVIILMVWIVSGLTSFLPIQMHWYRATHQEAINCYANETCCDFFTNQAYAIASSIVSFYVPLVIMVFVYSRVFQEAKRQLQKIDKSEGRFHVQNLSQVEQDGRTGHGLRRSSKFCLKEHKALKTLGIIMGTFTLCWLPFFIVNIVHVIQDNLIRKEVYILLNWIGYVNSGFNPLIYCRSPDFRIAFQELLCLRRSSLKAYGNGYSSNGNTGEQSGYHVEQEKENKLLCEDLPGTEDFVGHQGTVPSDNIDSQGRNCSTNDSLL
USP2a block – qHTS Assay for Inhibitors of Ubiquitin-specific Protease USP2a Using CHOP2 as the Reporter. 330,000 tested, 0.01% active. Potency, µM (titrated, usually from 38.3 µM), without a hit: at the top dose activity change, negative = inhibition, most hits filed as inhibitors. USP2 core, Ub-CHOP2 coupled fluorogenic reporter, 485/531. AID 463254, 2010. Ubiquitin carboxyl-terminal hydrolase 2 (Homo sapiens), O75604;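 further: potency means the concentration at half of the fitted maximal effect; plate controls were DMSO wells for no effect and full inhibition by NEM control for full effect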
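USP2 core (10nM final) preincubated 30min RT with compound in 20mM Tris-HCl pH 8.0, 2mM CaCl2, 2mM beta-mercaptoethanol, 0.05% CHAPS; 25nM Ub-CHOP2 plus 25nM reporter substrate added, fluorescence (Ex485/Em531) read after 60min.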
p53 reactivator – qHTS assay for re-activators of p53 using a Luc reporter; 320,000 tested, 0.063% active; Potency, µM (highest dose often 92.2 µM), inactives show at the top dose activity change, positive = activation, most hits filed as activators; H1299 p53-A138V BP100-luciferase reporter, luminescence, 24 h; further: potency means the concentration at half of the fitted maximal effect; % of control where 0% means no effect; nearly all actives have a fitted effect of over 45% in size
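H1299 (p53-null), stable ts p53-A138V + BP100-Luc; 1000 cells/well, Opti-MEM/10% FBS; cpd 4 pt, 1:5; 24 h, 37 deg C, 5% CO2; detection reagent 10 min RT; luminescence.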
TSG101-PTAP inh – qHTS Assay for Iinhibitors of HIV-1 Budding by Blocking the Interaction of PTAP/TSG101 | Tumor susceptibility gene 101 protein (Homo sapiens), Q99816 | Potency, µM (titrated, usually from 115 µM), for the others: at the top dose activity change, negative = inhibition, most hits filed as inhibitors | Fluorescence polarization, FITC-PTAP peptide / Tsg101 binding | 340,000 tested, under 10 active; active means well fitted inhibition curve with a large enough effect in the main read-out, with a control signal flat, not every such curve was filed as active; inconclusive means small, poorly fitted or top-dose-only effect, or effect the other way, or a change in a side signal; inactive means no such curve, though single readings can be large or run the other way; further: potency means the concentration at half of the fitted maximal effect; % of control where 0% means no effect
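FP read-out: FITC-PTAP peptide, 50 nM final, binding Tsg101 binding domain, 10 uM final; 20 min, r.t.; 10 mM HEPES pH 7.5, 0.15 M NaCl, 0.01% Tween 20, 3 mM EDTA, 0.1 mM TCEP.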
a7 integrin act – qHTS for Activators of Integrin-Mediated Alleviation for Muscular Dystrophy; alpha7betagal myoblasts, beta-gal FDG fluorescence, 48 h; Potency, µM (doses to about 38.3 µM), inactives show at the top dose activation, most hits filed as activators; 350,000 tested, 0.064% active; AID 624291, 2012;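 further: potency means the concentration at half of the fitted maximal effect; 100% = response of the positive control SU9516; nearly all actives have a fitted effect of over 60% in size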
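Alpha7betagal+/- myoblasts (passage 13) were plated 16-24 hr, then exposed to compounds (1:260 dilution of DMSO stock) for 48 hours at 37C. After MPER lysis, β-galactosidase reporter activity was read as FDG fluorescence (ex 480/em 540) after 30 minutes.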
Eya2 inh – qHTS Assay for Inhibitors of the Phosphatase Activity of Eya2; Protein phosphatase EYA2 (Homo sapiens), O00167; recombinant Eya2, OMFP fluorescence dephosphorylation (OMFP is methylfluorescein phosphate); Potency, µM (top dose mostly 76.9 µM), for the others: top-dose activity, negative = inhibition, hits mostly inhibitors; 330,000 tested, 0.006% active; AID 488837, 2010; further: potency means the concentration at half of the fitted maximal effect; on the % scale 0 is the no-effect control and ±100 the full control effect
Target sequence (O00167 whole entry, looked up): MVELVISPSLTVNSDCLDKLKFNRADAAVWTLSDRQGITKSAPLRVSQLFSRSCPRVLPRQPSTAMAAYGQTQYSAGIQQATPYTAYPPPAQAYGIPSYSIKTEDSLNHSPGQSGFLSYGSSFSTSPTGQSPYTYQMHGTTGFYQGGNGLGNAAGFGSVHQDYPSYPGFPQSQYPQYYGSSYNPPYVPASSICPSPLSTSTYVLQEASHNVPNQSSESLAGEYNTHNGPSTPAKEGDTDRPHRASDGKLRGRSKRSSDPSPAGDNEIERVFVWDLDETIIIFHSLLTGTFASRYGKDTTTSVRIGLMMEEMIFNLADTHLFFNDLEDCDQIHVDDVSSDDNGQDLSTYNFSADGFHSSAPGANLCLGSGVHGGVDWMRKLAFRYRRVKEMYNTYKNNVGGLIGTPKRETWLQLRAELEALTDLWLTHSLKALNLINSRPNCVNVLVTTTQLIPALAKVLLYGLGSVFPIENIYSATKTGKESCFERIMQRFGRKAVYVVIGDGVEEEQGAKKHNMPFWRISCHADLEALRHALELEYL
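Eya2 (0.2 uM) preincubated 10 min at ambient with compound, then OMFP substrate added at 50 uM; 10 min reaction in 50 mM HEPES pH 7.5, 50 mM NaCl, 5 uM MgCl2, 0.05% BSA, 1 mM DTT. Fluorescence read at Ex 485/Em 525 nm.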
TRPV1 agonist – HTS Assay for Compounds that Act as Agonists of the Vanilloid Receptor 1. AID 540275, 2011. TRPV1-expressing cells, Fluo-8 calcium influx, agonist mode. 320,000 tested, 0.19% active. Transient receptor potential cation channel subfamily V member 1 (Homo sapiens), Q8NER1. activation, % at 8.33 µM; in the data active means activation above about 80%; inconclusive means between about 30% and that limit; further: 0% is about no effect
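Cells expressing TRPV1 were dye-loaded with Fluo-8 and read kinetically: 10 s baseline, 3 min after compound (agonist portion), then 2 min after EC20 capsaicin (allosteric enhancer portion). Calcium-bound dye fluorescence at 480/520 nm.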
uPA surface inh – qHTS for Inhibitors of Cell Surface uPA Generation; cell surface uPA generation assay, qHTS; Potency, µM (doses to about 38.3 µM), without a hit: at the highest dose activity change, negative = inhibition, usual class: inhibitors; 330,000 tested, 0.31% active; AID 540303, 2011; active means well fitted inhibition curve with a large enough effect; inconclusive means small, poorly fitted or top-dose-only effect; inactive means no such curve, though single readings can be large or run the other way; tested in mouse RAW 264.7 cells; further: potency means the concentration at half of the fitted maximal effect; on the % scale 0 is the no-effect control and ±100 the full control effect; nearly all actives have a fitted effect of over 55% in size
ELG1 genotox – qHTS screen for small molecules that induce genotoxicity in human embryonic kidney (HEK293T) cells expressing luciferase-tagged ELG1; AID 504466, 2011; 330,000 tested, 1.3% active; HEK293T ELG1-luciferase reporter, luminescence, 16 h; Potency, µM (highest dose often 46 µM), for the others: top-dose activity change, positive = activation, hits mostly activators; further: potency means the concentration at half of the fitted maximal effect; % of control where 0% means no effect; nearly all actives have a fitted effect of over 60% in size
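DMSO vehicle served as control against compound-treated ELG1-luciferase HEK293T cells; exposure lasted 16 hr at 37 °C and 5% CO2, followed by ONE-Glo luminescence detection after 30 min.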
BRCA1 expr act – qHTS Assay to Identify Small Molecule Activators of BRCA1 Expression | MCF7-BRCA1-FFLuc reporter, luminescence, 48 h; response scale: scaled: vehicle 0%, 10 µM genistein 100% | Potency, µM (titrated, usually from 46.1 µM), for the others: top-dose activation, hits mostly activators | 380,000 tested, 1.1% active | AID 624202, 2012; further: potency means the concentration at half of the fitted maximal effect; nearly all actives have a fitted effect of over 80% in size; some results filed as inactive show a strong effect at the top dose
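Luminescence from a BRCA1-driven firefly luciferase in MCF7 cells was read after 48 h compound exposure at 37 C. Data normalized against DMSO and a 10microM genistein activation control, then curve-fitted across the titration.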
ASM inhibitor – Inhibitors of Secretory Acid Sphingomyelinase (S-ASM): qHTS | placental ASM, HMU-PC fluorogenic substrate, 60 min | Potency, µM (top dose mostly 57.5 µM), inactives show at the top dose activity change, negative = inhibition, most hits filed as inhibitors | 340,000 tested, 0.006% active | AID 504937, 2011; further: potency means the concentration at half of the fitted maximal effect
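Fluorogenic HMU-PC substrate (9 uM final) is turned over by placental ASM in 60 min at 37 C after a 10 min compound preincubation. Reaction ended by alkaline stop (pH 10), with fluorescence read at 386/447 nm.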
Starred values were filed as active, the others as inactive; ? = inconclusive; · = no result given; [ ] = dose if it differs, or a comment. Unless noted, the call rests on the fitted dose curve; in most records, active means well fitted curve in the direction sought with a large enough effect; inconclusive means small, poorly fitted or top-dose-only effect, or another doubt; inactive means no such curve, though single readings can be large; an effect the other way counts as inactive or inconclusive.

SMILES	B2AR arrestin	USP2a block	p53 reactivator	TSG101-PTAP inh	a7 integrin act	Eya2 inh	TRPV1 agonist	uPA surface inh	ELG1 genotox	BRCA1 expr act	ASM inhibitor
N#CC(C#N)=NNc1ccc(S(N)(=O)=O)cc1	-0.9%	6%	3%	-5%	5%	-5%	0	3%	0%	13%	-4%
COc1ccc(NCC(=O)N2CCCC2)cc1Cl	0.2%	-1%	2%	1%	·	7%	5	·	7%	21%	3%
Cc1cccc(-n2c(O)c(C)c(=O)[nH]c2=S)c1	0.1%	3%	0%	-8%	-33%	-3%	2	6%	-1%	24%	4%
CC(CC(C)(C)N1CC1)=NNC(=O)Nc1cccc2ccccc12	·	·	·	1%	-41%	·	·	-1%	·	-31%	1%
Cc1cccc(OCC(=O)Oc2ccc(Cl)cc2)c1	·	·	·	5%	0%	·	·	7%	·	?	0%
Cc1c(C=O)c2ccccc2n1Cc1ccccc1F	-0.3%	3%	-5%	-4%	-31%	-22%	7	0%	-7%	-5%	-1%
O=C1NC(=O)N(CCNc2ncc(C(F)(F)F)cc2Cl)C(=O)C1Cc1ccc(Cl)cc1 (stereo unspecified)	-0.1%	-7%	0%	1%	17%	-16%	5	0%	-1%	-30%	6%
COC(=O)N(c1ccc(OC)cc1)P1(=S)OCCC(C)O1 (stereo unspecified)	-0.1%	3%	10%	-6%	-24%	8%	-6	4%	-1%	-7%	0%
CCN(CC)c1ccc(/C=C2\C(=O)NC(=S)N(c3ccc(OC)cc3OC)C2=O)o1	·	·	·	?	-21%	·	·	-2%	·	11%	-1%
CCOC(=O)c1cc(CC)sc1/N=C/c1c(O)[nH]c(=S)[nH]c1=O	0.4%	5%	-3%	?	9%	5%	0	-2%	-1%	-6%	1%
CCCCCCN=C(CC)c1c(O)n(CCCC)c(=O)[nH]c1=O	-0.5%	1%	-4%	-9%	-39%	-1%	27	·	-10%	-53%	-22%
COC(=O)CCCCCCCCC(O)C[N+]1(C)CCOCC1 (stereo unspecified)	-0.2%	0%	0%	-1%	?	0%	1	10%	1%	2%	3%
CC[C@@H](CO)C1CC2NC3CC4(c5ccccc5N(C)[C@@H]24)C(O)C31 (stereo partly specified)	·	·	·	-2%	-4%	·	·	14%	·	3%	-3%
O=c1c2ccccc2nc(Cc2ccccc2)n1-c1ccccc1	-0.6%	-2%	·	-2%	1%	0%	8	24%	18%	35%	0%
C/C1=C\[C@@H](C)C/C=C/[C@H]2[C@@H]3O[C@]3(C)[C@@H](C)[C@H]3[C@H](Cc4c[nH]c5ccccc45)NC(=O)[C@]32C(=O)/C=C/C(=O)[C@@H]1O	-0.2%	1%	-13%	-3%	-51%	-1%	2	0.79µM*	7%	-58%	-2%
Cc1ccc(/C=C2/Sc3ccc(C(=O)N4CCC5(CC4)OCCO5)cc3NC2=O)cc1	0.0%	0%	4%	?	8%	16%	1	2%	-6%	-49%	5%
O=C1Nc2ccccc2C(c2ccccc2)=NC1O (stereo unspecified)	0.3%	6%	-3%	-8%	-40%	-2%	2	10%	0%	-2%	2%
O=[N+]([O-])c1cnc2ccc3ccccc3c2c1	-1.0%	2%	7%	0%	6%	5%	14	-3%	-6%	4%	7%
c1ccc2c(c1)Nc1ccccc1S2	-0.4%	1%	-3%	1%	·	-1%	13	-10%	1%	-7%	-1%
CN1CCN(c2ccc([N+](=O)[O-])c3no[n+]([O-])c23)CC1	-0.1%	?	-16%	?	-78%[inhibitor]	?	4	-18%	-13%	-82%	-1%
COc1ccc(C(=O)C2CCCN(Cc3ccon3)C2)cc1OC (stereo unspecified)	0.0%	1%	0%	-6%	1%	8%	-1	-8%	0%	-15%	7%
COc1ccc(N(CC(=O)Nc2ccccc2C(F)(F)F)C2=NC3CS(=O)(=O)CC3S2)cc1 (stereo unspecified)	0.3%	1%	·	0%	-1%	-6%	-1	?	-9%	-15%	-2%
Cc1cc(C=O)c(C)n1C1CCCCC1	-0.6%	-4%	-1%	0%	-27%	-22%	1	-1%	3%	-1%	1%
O=c1[nH]c(CN2CC=C(c3ccccc3)CC2)nc2scc(-c3ccccc3)c12	-0.4%	-7%	-1%	0%	-22%	8%	-2	9%	-6%	-28%	11%
CCc1cc2c(s1)N(CC(=O)OC)C(=O)CN=C2c1ccccc1OC	-0.6%	3%	0%	3%	16%	-5%	-1	3%	0%	-4%	-1%
CC(C)Oc1ccc(Cc2c(O)[nH]c(=O)[nH]c2=O)cc1	0.0%	2%	7%	-4%	-1%	-14%[15.4 µM]	-1	6%	2%	7%	0%
O=C(c1ccc(-c2ccccc2)c(F)c1)C1CCCN(CCO)C1 (stereo unspecified)	0.3%	0%	2%	-1%	-17%	0%	16	4%	5%	28%	-2%
CCOC(=O)c1ccc(NC(=O)c2c(O)[nH]c(=O)[nH]c2=O)cc1	-0.7%	?	-1%	-2%	3%	?	?	9%	0%	0%	-1%
COc1ccc2[nH]c(C)c(CCNCc3cc(OC)c4c(c3)OCO4)c2c1	-0.2%	12%	7%	-11%	-47%[inhibitor]	-9%	2	?	-7%	-33%	1%
CC(CC(C#N)(c1ccccc1)c1ccccc1)N1CCOCC1 (stereo unspecified)	·	·	·	-4%	0%	·	·	-2%	·	-6%	5%
C[C@]12CCC3C(CC[C@H]4C[C@H](O)CC[C@]34C)C1C[C@@H](O)[C@H]2O (stereo partly specified)	·	·	·	-2%	6%	·	·	3%	·	-3%	-2%
CCOC(=O)CC1=C(C(=O)OCC)C2(C(=O)Nc3ccccc32)C(C#N)=C(N)O1 (stereo unspecified)	-0.1%	2%	-3%	-5%	-21%	-7%	2	7%	-5%	-1%	0%
COC(=O)C1=C(c2cccc(OCc3ccccc3)c2)C[C@@H]2CC[C@H]1N2C(=O)NCCOc1ccccc1	-0.6%	0%	8%	-1%	-24%	-4%	3	?	-8%	-69%	-3%
Cc1c(Br)c(=O)oc2cc(OCC(=O)N3C[C@H]4C[C@@H](C3)c3cccc(=O)n3C4)ccc12	-0.4%	2%	·	-4%	21%	-4%	2	-6%	13%	7%	6%
COc1ccc(NP(=O)(Nc2ccc(OC)cc2)Oc2ccccc2)cc1	-0.4%	-1%	6%	-2%	-10%	-2%	1	-3%	-5%	-23%	-2%
CN1C(=O)N(C)C(=O)C(NS(=O)(=O)c2ccc(N)cc2)(c2ccccc2)C1=O	·	·	·	-9%	15%	·	·	4%	·	-1%	0%
CC(=O)O[C@H]1C(=O)[C@@]2(C)C([C@H](OC(=O)c3ccccc3)[C@]3(O)C[C@H](OC(=O)[C@H](O)[C@@H](NC(=O)Cc4ccccc4)c4ccccc4)C(C)=C1C3(C)C)[C@]1(OC(C)=O)CO[C@@H]1C[C@@H]2O (stereo partly specified)	0.2%	0%	6%	0%	-55%[inhibitor]	-10%	2	?	-3%	-29%	-8%
CCOP(=O)(OCC)c1cc(C)c(O)c(C(C)(C)C)c1	0.3%	9%	-7%	-3%	6%	-21%	8	-5%	0%	4%	2%
Cc1ccc2c(c1)c(=O)c1c3n2CCN(CC2CO2)C3CC1 (stereo unspecified)	-0.7%	1%	7%	3%	-6%	-1%	2	-14%	2%	23%	50%[activator]
CCCCn1c(O)c(/C=C2\C=Nc3ccccc32)c(=O)[nH]c1=O	-0.4%	0%	-2%	?	1%	-2%	1	-2%	-1%	-18%	-12%

Not all compounds are listed; the hit share may differ from the screen's.
